# HT1080NT lethal: kills 2HG-producing HT-1080-NT fibrosarcoma cells | HT-1080-NT fibrosarcoma viability, CellTiter-Glo ATP luminescence, 48 h | Potency, µM (highest dose often 46.1 µM), inactives show at the highest dose activity, negative = less viability, actives largely listed as cytotoxic | 360,000 tested, 1.6% active;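 also: NT is the 2HG producing partner of a matched IDH1 knockdown line; 0% = DMSO-treated cells and -100% = media-only wells without cells; nearly all actives have a fitted effect of over 55% in size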
#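 HT-1080-NT; 750 cells/well; 5% FBS RPMI; 48 h compound, 37 degrees C; CellTiter-Glo luminescence; curve fitting and curve-class assignment.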
# KB-3-1 tox: KB-3-1 parental cell cytotoxicity; KB-3-1 viability, CellTiter-Glo ATP luminescence, 72 h; 400,000 tested, 1.4% active; AID 1347075; Potency, µM (highest dose often 46.1 µM), for inactives: top-dose activity change, negative = cytotoxic, usual class: cytotoxic; also: % is scaled to controls: 0 for no effect and ±100 for the full control effect; nearly all actives have a fitted effect of over 60% in size
#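 Cytotoxicity measured as CellTiter-Glo luminescence after 72 h at 37 C. Compound titrations were pinned onto drug-naive KB-3-1 parental adenocarcinoma cells grown in DMEM with 10% FBS, and normalized data fitted to concentration-response curves.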
# TDP-43 yeast inh: TDP-43 toxicity inhibition in yeast; TDP-43 expressing yeast growth rescue, BacTiter-Glo, 24 h; Potency, µM (doses to about 46.1 µM), for the others: top-dose growth rescue (activation), most hits filed as activators; 410,000 tested, 1.8% active; also: % of control where 0% means no effect; nearly all actives have a fitted effect of over 50% in size
#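 Luminescence from BacTiter-Glo reports growth of TDP-43-expressing yeast after 24 hr at 30 deg C with compound. Cells were raffinose-pregrown to mid-log, then seeded in galactose medium at OD600=0.02.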
# GLP1R ag: activates the human GLP-1 receptor. Potency, µM (highest dose often 45.6 µM), inactives show top-dose activation, actives largely listed as activators. AID 624172. 380,000 tested, 0.007% active. HEK293 GLP-1R CRE-luciferase, luminescence, 4-6 h; cells express a hypersensitive GLP-1R form. P43220; also: % of control where 0% means no effect
# Target sequence (P43220 whole entry, looked up): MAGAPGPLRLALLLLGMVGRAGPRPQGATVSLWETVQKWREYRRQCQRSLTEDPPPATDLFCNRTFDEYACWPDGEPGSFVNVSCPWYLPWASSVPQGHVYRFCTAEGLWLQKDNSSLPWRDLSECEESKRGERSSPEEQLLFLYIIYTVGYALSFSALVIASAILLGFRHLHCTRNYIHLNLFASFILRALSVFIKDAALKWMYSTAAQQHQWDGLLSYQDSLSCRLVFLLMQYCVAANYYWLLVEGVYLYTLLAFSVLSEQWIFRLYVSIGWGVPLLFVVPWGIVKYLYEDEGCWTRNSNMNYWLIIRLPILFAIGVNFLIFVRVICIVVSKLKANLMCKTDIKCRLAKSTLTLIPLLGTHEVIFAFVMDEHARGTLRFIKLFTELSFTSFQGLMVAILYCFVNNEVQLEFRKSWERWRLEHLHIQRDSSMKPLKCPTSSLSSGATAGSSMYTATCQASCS
# SW480 rerep: DNA re-replication induction in SW480 cells; SW480 DNA re-replication, Hoechst DNA content imaging, 48 h; Potency, µM (series often up to 46.1 µM), inactives show top-dose re-replication activation, usual class: activators; 340,000 tested, 1.8% active; also: % of control where 0% means no effect; nearly all actives have a fitted effect of over 55% in size
#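 Cells (250 per well) received 23 nL compound or DMSO by pin tool and were kept 48 hr at 37 C, 5% CO2. Nuclei were then stained with Hoechst for 40 min and scanned for DNA content.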
# KB-V1 cytotox: kills drug-selected multidrug resistant KB-V1 cells. KB-V1 MDR cells viability, CellTiter-Glo, 72 h. Potency, µM (series often up to 46.1 µM), without a hit: at the top dose activity change, negative = cytotoxicity, most hits filed as cytotoxic. AID 1347076. 400,000 tested, 3.4% active; also: % is scaled to controls: 0 for no effect and ±100 for the full control effect; nearly all actives have a fitted effect of over 60% in size
#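 Cells of the MDR subline KB-V1 are plated, dosed with compound at multiple concentrations, and incubated 72 h at 37 degrees C; CellTiter-Glo is then added and luminescence read after 10 min.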
# HT1080 IDH1KD tx: toxicity to HT-1080 IDH1 knockdown cells (counter line) | HT-1080 IDH1 knockdown viability, ATP luminescence, 48 h | Potency, µM (titrated, usually from 46.1 µM), for the others: at the highest dose activity, negative = toxicity, usual class: cytotoxic | 360,000 tested, 2% active;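 also: 0% = DMSO wells and -100% = cell-free medium wells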
#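 Viability of IDH1-knockdown HT-1080 fibrosarcoma cells was assessed by CellTiter-Glo after 48 h at 37 °C with titrated compound; concentration-effect curves were classified by fit quality and response size.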
# GLP-1R inv ag: acts as inverse agonist at human GLP-1 receptor | 410,000 tested, 1.6% active | HEK293 GLP-1R CRE-luciferase, luminescence, 24 h; GLP-1R form is constitutively active | Potency, µM (series often up to 38.3 µM), without a hit: at the top dose activity change, negative = inhibition, hits mostly inhibitors | AID 624417; also: % is scaled to controls: 0 for no effect and ±100 for the full control effect; nearly all actives have a fitted effect of over 55% in size
#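 Inverse agonists were sought by their lowering of basal cAMP reporter luciferase output in HEK293 cells stably carrying constitutively active human GLP-1R, after 24 h compound treatment.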
# HEK293 tox: cytotoxicity in counter-screen for GLP-1R inverse agonists; HEK293 cAMP-luciferase reporter cells, luminescence, 24 h; Potency, µM (top dose mostly 38.3 µM), for the others: top-dose activity change, negative = inhibition, hits mostly inhibitors; 410,000 tested, 0.13% active;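 also: loss of luciferase light is scored as toxicity; % is scaled to controls: 0 for no effect and ±100 for the full control effect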
#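 A 23 nL compound transfer followed 12 hours of cell culture at 37 deg C; exposure then lasted 24 hr. Luciferase assay detection reagent was dispensed and plates read for luminescence after a 12 min room-temperature wait.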
# Numbers without * were called inactive; u = inconclusive; x = no result given; & = joins results of further samples; [ ] = dose if it differs, or a comment. Calls follow the shape of the dose curve; as a rule, active = well fitted curve in the direction sought with a large enough effect; inconclusive = small, poorly fitted or top-dose-only effect, or another doubt; inactive = no such curve, though single readings can be large; an effect the other way counts as inactive or inconclusive. Potency is read from the fitted curve at half-maximal effect.
no.	SMILES	HT1080NT lethal	KB-3-1 tox	TDP-43 yeast inh	GLP1R ag	SW480 rerep
1	O=C(Nc1nnc(SCc2ccc(F)cc2)s1)C1CC(=O)N(Cc2ccccc2)C1 (stereo not drawn)	4%	-4%	26%	-3%	29%
2	CCOC(=O)c1c(C)noc1-c1ccc(Br)o1	18%	6%	-2%	16%	-40%[inhibitor]
3	CC1=C(C(=O)Nc2ccccc2C)C(c2cccs2)n2nc(SCc3cc(C)ccc3C)nc2N1 (stereo not drawn)	x	4%	0%	x	x
4	COc1ccccc1N1C(=S)N=C(Nc2c(C)cccc2C)C12CCCC2	5%	13%	2%	18%	4%
5	Cc1cc(OCC(=O)N2CCCCCC2)ccc1[N+](=O)[O-]	6%	5%	-1%	-4%	1%
6	CC(C)(C)OC(=O)N1CC=C2C(C#N)=C(N)C(C#N)(C#N)[C@H](c3cccnc3)[C@H]2C1	6%	u	-3%	-3%	-2%
7	CCOc1ccc(S(=O)(=O)N2CCN(Cc3ccc4c(c3)OCO4)CC2)cc1OCC	4%	-10%	2%	10%	21%
8	Cc1cccc(-c2nc3ccc(C(=O)NCCN4CCN(C)CC4)cc3nc2-c2cccc(C)c2)c1	-4%	-10%	19%	19%	-5%
9	C=CCn1cnc2c(oc3ccccc32)c1=O	10%	5%	9%	16%	-15%
10	COc1cc(/C=N\NC(C)=O)ccc1OC/C=C/c1ccccc1	-30%	u	-14%	2%	u

no.	KB-V1 cytotox	HT1080 IDH1KD tx	GLP-1R inv ag	HEK293 tox
1	21µM*	22%	-24%	-19%
2	29%	20%	79%[activator]	3%
3	u	x	-5%	-12%
4	1%	-3%	u	-3%
5	u	-9%	0%	3%
6	u	0%	13%	56%[activator]
7	u	0%	u	-3%
8	-9%	-23%	u	-95%
9	-2%	12%	32%[activator]	-3%
10	u	u	u	-32%

# (listing goes on)
no.	SMILES	HT1080NT lethal	KB-3-1 tox	TDP-43 yeast inh	GLP1R ag	SW480 rerep
11	COc1cc(Cl)c(C)cc1NC(=O)CSc1cc(=O)n(C)c2cc(Cl)ccc12	x	-1%	6%	x	x
12	CC1CCc2c(sc3nc(SCC(=O)O)n(-c4ccccc4)c(=O)c23)C1 (stereo not drawn)	1%	10%	-2%	-3%	-3%
13	Cc1nnc(SCC(=O)c2ccc([N+](=O)[O-])cc2)s1	0%	18%	-22%[0.397 µM]	18%	-9%
14	CCN(CC)c1ccc(NC(=O)c2ccccc2Br)cc1S(=O)(=O)Nc1ccccc1OC	0%	12%	-94%[inhibitor]	4%	0%
15	COc1cc2c(cc1OC)C(c1cccc([N+](=O)[O-])c1)=NCC2	-2%	0%	0%	u	15%
16	Nc1ccc(N=Nc2ccccc2)c(N)n1	2%	0%	2%	-3%&19%	-25%&-9%
17	CC(=O)N1CCC(=NNc2ncc(C(F)(F)F)cc2Cl)CC1	-19%	u	-5%	0%	u
18	CSC1=C(C#N)C(=O)NC(c2ccccc2O)S1 (stereo not drawn)	19%	14%	-3%	-2%	-18%
19	COc1ccc(C2(c3ccc(OC)cc3)NC(=O)N(CC(=O)NCC(C)c3ccccc3)C2=O)cc1 (stereo not drawn)	0%[9.24 µM]	-4%	7%	-2%	-29%
20	Nc1ccccc1SSc1ccccc1N	u	-1%	-93%[inhibitor]	-2%	6%

no.	KB-V1 cytotox	HT1080 IDH1KD tx	GLP-1R inv ag	HEK293 tox
11	8%	x	0%	2%
12	3%	0%	13%	-8%
13	13%	9%	29%	6%
14	u	2%	u	-7%[1.53 µM]
15	u	-21%	175%[activator]	-4%
16	u	-1%	16%	-3%
17	u	-10%	13%	18%
18	-15%	14%	-10%	5%
19	-4%	-3%	u	-26%
20	-7%	23µM*	u	u

# Next section.
no.	SMILES	HT1080NT lethal	KB-3-1 tox	TDP-43 yeast inh	GLP1R ag	SW480 rerep
21	Cc1ccn2c(NC(=O)c3cccc(Cl)c3)c(-c3ccccc3)nc2c1	x	-9%	-1%	-1%	x
22	O=C(Nc1cccc(F)c1)c1cccnc1	12%	6%	15%	-1%	-1%
23	CCc1cccc2c3c([nH]c12)C(CC)(CC(=O)O)OCC3 (stereo not drawn)	8%	0%	29%	-3%	0%&-51%
24	COc1cc(/C=N/O)ccc1OCc1ccc([N+](=O)[O-])cc1	-3%	-15%	u	17%	0%
25	COc1ccc(C(=O)Nc2ccc(S(=O)(=O)N(C)c3ccccc3)cc2)cc1	-17%	11%	9%	18%	1%
26	CN(CCc1ccccc1)C(=O)c1ccc(NC(=O)Cc2cccc(NC(=O)C3CCN(C(=O)C4CCCCC4)CC3)c2)cc1	2%	3%	24%	1%	27%[9.22 µM]
27	CC(C)Oc1ccc2nnnn2n1	11%	2%	2%	-2%	-5%
28	N/C(=N\OC(=O)Nc1ccc(Cl)c(Cl)c1)c1ncc(C(F)(F)F)cc1Cl	3%	-3%	8%	-8%	2%
29	c1cn2cc(-c3ccc(CN4CCOCC4)cc3)ccc2n1	u	0%	5%	-7%	x
30	Cc1noc(C)c1COc1ccc(C(=O)N2CCCC(C(N)=O)C2)cc1 (stereo not drawn)	-4%	-6%	-12%	-3%	-14%

no.	KB-V1 cytotox	HT1080 IDH1KD tx	GLP-1R inv ag	HEK293 tox
21	u	x	u	-1%
22	18%	7%	7%	-3%
23	7%	5%	9%	0%
24	u	3%	-30%	-9%
25	u	u	u	-14%
26	u	-14%	-8%	-4%
27	8%	-1%	3%	-4%
28	16%	15%	-2%	-9%
29	6%	4%	7%	4%
30	u	0%	-7%	5%

# Given tab-delimited: four of the compounds above
item	compound	HT1080NT lethal	KB-3-1 tox	TDP-43 yeast inh	GLP1R ag	SW480 rerep	KB-V1 cytotox	HT1080 IDH1KD tx	GLP-1R inv ag	HEK293 tox
26	CN(CCc1ccccc1)C(=O)c1ccc(NC(=O)Cc2cccc(NC(=O)C3CCN(C(=O)C4CCCCC4)CC3)c2)cc1	2%	3%	24%	1%	27%[9.22 µM]	u	-14%	-8%	-4%
27	CC(C)Oc1ccc2nnnn2n1	11%	2%	2%	-2%	-5%	8%	-1%	3%	-4%
28	N/C(=N\OC(=O)Nc1ccc(Cl)c(Cl)c1)c1ncc(C(F)(F)F)cc1Cl	3%	-3%	8%	-8%	2%	16%	15%	-2%	-9%
29	c1cn2cc(-c3ccc(CN4CCOCC4)cc3)ccc2n1	u	0%	5%	-7%	x	6%	4%	7%	4%

# 4 structures out of the list, sorted by molecular weight, low to high:
no.	SMILES	HT1080NT lethal	KB-3-1 tox	TDP-43 yeast inh	GLP1R ag	SW480 rerep
23	CCc1cccc2c3c([nH]c12)C(CC)(CC(=O)O)OCC3 (stereo not drawn)	8%	0%	29%	-3%	0%&-51%
24	COc1cc(/C=N/O)ccc1OCc1ccc([N+](=O)[O-])cc1	-3%	-15%	u	17%	0%
30	Cc1noc(C)c1COc1ccc(C(=O)N2CCCC(C(N)=O)C2)cc1 (stereo not drawn)	-4%	-6%	-12%	-3%	-14%
21	Cc1ccn2c(NC(=O)c3cccc(Cl)c3)c(-c3ccccc3)nc2c1	x	-9%	-1%	-1%	x

no.	KB-V1 cytotox	HT1080 IDH1KD tx	GLP-1R inv ag	HEK293 tox
23	7%	5%	9%	0%
24	u	3%	-30%	-9%
30	u	0%	-7%	5%
21	u	x	u	-1%

# Following part:
no.	SMILES	HT1080NT lethal	KB-3-1 tox	TDP-43 yeast inh	GLP1R ag	SW480 rerep
31	CC1(C)CNc2cc(N)ccc2S1	-4%	-2%	-17%	13%	-23%
32	Cc1ccccc1-n1nnnc1SCC(N)=O	10%	16%	-1%	-8%	-3%
33	COc1ccc(-c2cc(NC(C)=O)c3ncc(-c4ccc(OC)c(OC)c4)n3c2)c(OC)c1	u	0%	12%	21%	x
34	CCOC(=O)c1c(NC(=O)COc2cccc(C(F)(F)F)c2)sc2c1CCC(C)C2 (stereo not drawn)	x	0%	18%	x	x
35	O=C(CN1C(=O)NC2(CCCC2)C1=O)N1CCN(S(=O)(=O)c2ccccc2F)CC1	13%	29%	8%	9%	0%
36	COc1ccccc1NC(=O)c1cc2c([nH]c1=O)CC(C)(C)CC2=O	x	12%	25%	x	x
37	CCOC(=O)C1=C(C)N(CC)C(=S)NC1c1ccc(Cl)cc1 (stereo not drawn)	18%	-1%	u	2%	-3%
38	CCOC(=O)/C(CCC[N+](C)(CC)CC)=N\O	13%	-3%	-12%	-1%	1%
39	CC(C)NS(=O)(=O)c1ccc(NC(=O)NC2CCCCC2)cc1	-7%	-2%	-13%	10%	5%
40	Cc1cc(CNC(=O)CC2C(=O)NCCN2Cc2ccc(-c3ccccc3)cc2)nn1C (stereo not drawn)	11%	-10%	12%	5%	u

no.	KB-V1 cytotox	HT1080 IDH1KD tx	GLP-1R inv ag	HEK293 tox
31	1%	-19%	u	u
32	25%	7%	8%	23%
33	u	u	-3%	-12%
34	21%	x	5%	-8%
35	7%	22%	16%	10%
36	3%	x	-23%	0%
37	u	3%	10µM*	u
38	-11%	16%	1%	73%[activator]
39	u	-11%	u	15%
40	0%	-2%	10%	9%

# Following part
no.	SMILES	HT1080NT lethal	KB-3-1 tox	TDP-43 yeast inh	GLP1R ag	SW480 rerep
41	Cn1c(NCCN2CCCC2)nc2cc(-c3cccc(C(F)(F)F)c3)sc2c1=O	21µM*	0%	0%	15%	x
42	O=C(CN1C(=O)NC2(CCCC2)C1=O)N1CCN(C(=O)c2ccco2)CC1	16%	-14%	-18%	-9%	-3%
43	N#CC(c1ccccc1O)N1N=C(c2ccccc2)CC1c1ccccc1 (stereo not drawn)	6%	0%	u	10%	6%
44	CN1CCN(CCNC(=O)c2ccc(CS(=O)c3ccc(Br)cc3)o2)CC1 (stereo not drawn)	7%	0%	25%	3%	x

no.	KB-V1 cytotox	HT1080 IDH1KD tx	GLP-1R inv ag	HEK293 tox
41	1%	u	-18%	2%
42	-9%	-2%	4%	3%
43	14%	3%	u	6%
44	-1%	-4%	-27%	-8%

# Screens deposited in PubChem by National Center for Advancing Translational Sciences (NCATS).
